ALOX15 inhib: 15-hLO (ALOX15) enzyme inhibition; purified 15hLO-1, xylenol orange hydroperoxide absorbance; Potency, µM (top dose mostly 57.1 µM), for the others: at the top dose activity change, negative = inhibition, hits mostly inhibitors; actives 1.4% (n = 74,000); AID 887; P16050; note: potency is the fitted concentration of half-maximal effect; % is set by controls: 0 for no effect and ±100 for the full control effect; nearly all actives have a fitted effect of over 55% in size
Target sequence (P16050 whole entry, looked up): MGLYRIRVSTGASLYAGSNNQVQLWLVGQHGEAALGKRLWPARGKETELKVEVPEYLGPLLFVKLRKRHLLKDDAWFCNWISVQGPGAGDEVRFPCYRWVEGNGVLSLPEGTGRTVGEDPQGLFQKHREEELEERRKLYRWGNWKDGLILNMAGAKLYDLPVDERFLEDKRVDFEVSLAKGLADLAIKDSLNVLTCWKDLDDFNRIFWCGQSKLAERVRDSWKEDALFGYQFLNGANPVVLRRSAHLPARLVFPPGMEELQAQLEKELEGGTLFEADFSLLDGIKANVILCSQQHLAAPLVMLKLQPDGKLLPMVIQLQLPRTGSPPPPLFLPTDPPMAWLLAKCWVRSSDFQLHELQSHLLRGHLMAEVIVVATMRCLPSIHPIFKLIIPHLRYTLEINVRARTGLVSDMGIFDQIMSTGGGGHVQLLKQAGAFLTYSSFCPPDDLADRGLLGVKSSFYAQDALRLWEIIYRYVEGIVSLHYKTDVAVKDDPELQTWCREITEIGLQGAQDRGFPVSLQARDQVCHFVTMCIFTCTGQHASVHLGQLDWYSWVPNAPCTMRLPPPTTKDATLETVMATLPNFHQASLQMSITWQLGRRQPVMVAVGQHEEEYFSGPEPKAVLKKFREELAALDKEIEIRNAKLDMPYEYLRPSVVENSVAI
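Purified human 15hLO-1 (40 nM) in 25 mM Hepes pH 7.5, 0.01% Triton X-100, preincubated 15 min RT with compound, then 50 uM arachidonic acid for 6 min. Hydroperoxide read by ferrous/xylenol orange, 30 min; 573/405 nm absorbance ratio gave progress.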
Pol III holo inh: inhibitors of bacterial DNA polymerase III holoenzyme; reconstituted DNA polymerase III holoenzyme replication, biochemical; Potency, µM (titrated, usually from 57.1 µM), without a hit: at the highest dose activity change, negative = inhibition; actives 0.25% (n = 71,000); note: potency is the fitted concentration of half-maximal effect; % is set by controls: 0 for no effect and ±100 for the full control effect
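Reconstituted *E. coli* holoenzyme (0.35 nM Pol III, 1 nM beta, 154 nM SSB, 2 nM primase) was preincubated with compound for 15 min at RT. Synthesis on 1.4 nM ssM13Gori ran 35 min, then was stopped with PicoGreen/EDTA and read as dsDNA fluorescence.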
BRCT inh green: BRCA1 BRCT-phosphoprotein interaction inhibition; P38398; BRCA1 BRCT-phosphopeptide binding, green fluorescence polarization; Potency, µM (highest dose often 76.9 µM), for the others: top-dose activity change, negative = inhibition, usual class: inhibitors; actives 0.05% (n = 75,000); AID 875;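 note: potency is the fitted concentration of half-maximal effect; plate controls were peptide without protein for full effect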
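Fluorescence polarization: His-tagged BRCT (~35 kDa BRCA1 C-terminus, 250 nM) bound to 100 nM fluorescein-labeled phosphorylated 10-aa BACH1 peptide, pH 7.3 phosphate buffer with DTT and Tween 20. Compounds incubated 12 min at room temperature; inhibition read as lowered polarization.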
Hsp90 Hop PPI: changes Hsp90-Hop TPR2A binding signal, up or down; AlphaScreen TPR2A-His6 binding biotin-Hsp90 C-terminal peptide; Potency, µM (highest dose often 57 µM), inactives show at the top dose activity change, negative = inhibition; actives 0.44% (n = 71,000); active = well fitted curve in either direction with a large enough effect; inconclusive = small, poorly fitted or top-dose-only effect, or another doubt; note: potency is the fitted concentration of half-maximal effect; % is set by controls: 0 for no effect and ±100 for the full control effect; many of its hits are not listed in these tables
Ub-GFP proteasome: ubiquitin-GFP accumulation via proteasome inhibition. Ubiquitin-GFP reporter cells, proteasome inhibition, GFP fluorescence; response scale: untreated = 0%, 10 µM MG-132 = 100%. Potency, µM (titrated, usually from 45.9 µM), inactives show top-dose activation (GFP accumulation), actives largely listed as activators. 67,000 tested, under 10 active. AID 526; active = well fitted activation curve with a large enough effect, not every such curve was filed as active; inconclusive = small, poorly fitted or top-dose-only effect, or another doubt; inactive = no such curve, though single readings can be large or run the other way; note: potency is the fitted concentration of half-maximal effect
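U2OS cells expressing ubiquitin(G76V)-GFP, seeded overnight in 0.5% FBS medium, then treated 4 hr at 37 C across 46 uM to 2.9 nM. GFP-positive cells counted by laser cytometry (488 ex/515 em); %activity scaled between basal and 10 uM MG-132.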
CRE-bla Fsk: modulators of forskolin-stimulated CRE signaling in CHO cells; CHO CRE-bla reporter (cAMP response element driving beta-lactamase), forskolin EC10, beta-lactamase ratio; Potency, µM (titrated, usually from 38.2 µM), for inactives: at the highest dose activity change, negative = inhibition, most hits filed as activators; actives 2.5% (n = 71,000); active = well fitted activation curve with a large enough effect in the signal ratio, with a control signal flat, not every such curve was filed as active; inconclusive = small, poorly fitted or top-dose-only effect, or effect the other way, or a change in a side signal; the % refers to the signal ratio; note: potency is the fitted concentration of half-maximal effect; % of control where 0% means no effect
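Beta-lactamase reporter under a cAMP responsive element in CHO cells; compounds tested in titration series against EC10 NKH 477, 3 h at 37 °C. Read-out: CCF4 FRET ratio 460nm/530nm (excitation 405nm) giving %Activity, fitted to AC50.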
HBB splicing: alters splicing of the hemoglobin beta chain. AID 925. HBB splicing reporter cell assay, activation; EGFP reporter with mutant IVS2-654 intron; response scale: normalised to 500 nM splice-correcting PNA. actives 0.06% (n = 65,000). Potency, µM (highest dose often 46.1 µM), without a hit: at the highest dose activation, hits mostly activators; note: potency is the fitted concentration of half-maximal effect; 0% is about no effect
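Compounds were applied for 2 days to HeLa EGFP-654 cells, 500/well in Optimem with 2% FCS. The reporter's EGFP is disrupted by mis-splicing of beta-globin intron IVS2-654. Readout: summed well GFP fluorescence from 488 nm laser scanning; reference was 500 nM antisense […] 654 PNA.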
BRCT inh red: BRCT-phosphoprotein interaction inhibition (red fluorophore) | actives 0.03% (n = 75,000) | Potency, µM (highest dose often 76.9 µM), for inactives: at the highest dose activity change, negative = inhibition, hits mostly inhibitors | BRCT-phosphopeptide binding, red fluorescence polarization | P38398; note: % is set by controls: 0 for no effect and ±100 for the full control effect
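Fluorescence polarization: 100 nM His-tagged BRCA1 BRCT with 100 nM TAMRA-labelled phospho-BACH1 decapeptide, phosphate buffer pH 7.3 with 150 mM NaCl, DTT, 0.01% Tween 20; 12 min RT. Binding inhibition seen as FP decrease.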
A350 fluor: compounds fluorescent in Alexa 350 spectral region | Compound autofluorescence, 340/450 nm, Alexa 350 dye-equivalents; hits give high values | max dye-equivalent concentration, M | actives 11% (n = 59,000) | AID 590; in the data active = max dye-equivalent concentration above about 10 nM; inconclusive = mostly about 1.1 nM to 9.6 nM
4-MU autofl: compounds fluorescent in 4-MU spectral region; compound autofluorescence, 340/450 nm, 4-MU equivalents; hits give high values; max dye-equivalent concentration, M; actives 11% (n = 59,000); AID 589; in the data active = max dye-equivalent concentration above about 10 nM; inconclusive = mostly about 1.1 nM to 9.6 nM
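Intrinsic fluorescence at 340/450 nm (ex/em) was read after 15 min at room temperature in pH 8.0, 100 mM Tris. Each compound concentration expressed as 4-MU-equivalent concentration from a six-point 4-MU standard series on each plate.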
GFP derepression: epigenetic GFP locus derepression in mouse cells; mouse C127i GFP locus derepression, cytometry, 30 h; Potency, µM (titrated, usually from 46.1 µM), for the others: top-dose GFP derepression (activation); actives 0.09% (n = 68,000); AID 597; note: % of control where 0% means no effect
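Locus derepression in mouse mammary C127i cells whose integrated CMV-GFP reporter is normally silent; GFP expression after 30 h compound treatment was quantified by counting fluorescent cells.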
Numbers without * were called inactive; i = inactive; ? = inconclusive; · = not tested or not shown; & = joins results of further samples; [ ] = dose if it differs, or a comment. Unless noted, calls come from the whole dose curve; as a rule, active = well fitted curve in the direction sought with a large enough effect; inconclusive = small, poorly fitted or top-dose-only effect, or another doubt; inactive = no such curve, though single readings can be large; an effect the other way counts as inactive or inconclusive.

SMILES	ALOX15 inhib	Pol III holo inh	BRCT inh green	Hsp90 Hop PPI	Ub-GFP proteasome	CRE-bla Fsk	HBB splicing	BRCT inh red	A350 fluor	4-MU autofl	GFP derepression
COc1ccc(-n2c(O)c(C(C)=NCCN3CCNCC3)c(=O)[nH]c2=O)cc1	0.3%	1.3%	-2.1%	0.8%	-0.9%	1.3%	2.3%[57.5 µM]	1.6%	i	i	-7.4%
O=C(O)C[O][Sb][O]CC(=O)O	-3.8%[11.4 µM]	-4.6%[11.4 µM]	-3.5%[15.4 µM]	-4.8%[11 µM]	-2.7%[9.17 µM]	6.1%[7.6 µM]	2.9%[9.22 µM]	0.4%[15.4 µM]	i	i	0.3%[9.22 µM]
Nc1ccc(N2CCN(Cc3ccccc3Cl)CC2)c(Cl)c1	6.7%	6.8%	0.4%	-17.6%	-0.4%	14.3%	-0.8%	0.0%	i	i	-2.7%
CCC#N	4.6%	-1.2%	0.4%	-3.5%	·	-9.7%	0.5%	-0.1%	·	·	·
O=C(Oc1ccccc1)N1CCC[C@@]2(CCN(Cc3ccccc3)C2)C1	1.7%	-3.8%	-2.4%	-4.1%	-3.2%	-3.4%	2.3%	-3.8%	i	i	7.0%[9.22 µM]
FC(F)(F)c1ccc2c(c1)ncn2C1CCN(Cc2nnnn2C2CCCCC2)CC1	14.2%	?	-0.8%	-3.0%	-2.1%	-2.6%	-0.1%[57.5 µM]	-0.6%	i	i	7.5%
Oc1cc(Cl)ccc1Cl	-2.8%	-1.4%	-0.6%	-0.1%	·	0.9%	-0.5%	0.2%	·	·	·
O=c1cccc2n1CC1CC2CN(Cc2cccc(Cl)c2Cl)C1 (centres undefined)	?	-4.1%	2.9%	-5.8%	2.5%	-26.3%	-2.2%	-0.8%	i	i	0.0%
Cc1ccc(S(=O)(=O)N(C)CCCC(=O)N2CCN(c3ccccn3)CC2)cc1	?	-3.1%	-5.0%	-2.4%	-0.4%	0.3%	·	0.7%	i	i	0.0%
O=C(/C=C\c1ccc(Cl)cc1)N[C@@]12CCC(=O)[C@@H]3Oc4c(O)ccc5c4[C@@]31CCN(CC1CC1)[C@@H]2C5	-10.3%[25.6 µM]	-3.2%	-2.8%	-6.0%	7.8%	-6.1%	·	0.1%	·	·	-1.4%
CCC(=NCC1CCCO1)c1c(O)n(-c2ccccc2)c(=O)[nH]c1=O (centres undefined)	-3.3%	-1.4%	-0.3%	-2.5%	7.8%	?	-6.2%[0.369 µM]	-0.1%	i	i	-0.4%
Cc1ccc2c(c1)N(CCC(=O)N1CCC3(CC1)OCCO3)C(=O)C(C)O2 (centres undefined)	-1.4%	-1.2%	-1.2%	2.6%	-1.6%	-20.8%	-1.5%	-3.4%	i	i	1.1%
C[N+](C)(C)CC#CCN1CCCC1=O	-0.2%[25.6 µM]	-8.2%&-4.5%	-0.1%&-2.0%	5.0%&-5.1%	1.2%&-2.9%	-4.0%&-0.1%	0.2%	1.6%&-1.1%	3.53e-08M*	3.5e-08M*	0.0%&-1.1%
CC(C)Cn1cc(C(=O)N2CCC3(CC2)OCCO3)c2c3ccccc3n(C)c2c1=O	5.4%	-1.2%	-3.1%	-9.0%	-12.4%	27.3%	-2.7%	-0.2%	6.65e-07M*	6.33e-07M*	-2.0%
N[C@@H](Cc1c[nH]c2ccccc12)c1nnc(SCc2ccc(F)cc2)o1	-6.2%	0.1%	1.4%	-4.8%	-4.3%	-12.4%	-4.4%[57.5 µM]	-1.5%	i	i	2.2%
CCC[N+](=O)[O-]	-3.5%	0.0%	-0.7%	-0.1%	·	-0.9%	1.3%	-0.5%	·	·	·
CN(C)c1ccc(N)cc1	?	-8.2%	0.3%	?	·	14.7%	-1.1%	2.7%	·	·	·
O=C1N(CN2CCOCC2)c2ccccc2C1(O)c1c[nH]c2ccccc12 (centres undefined)	-5.7%	-6.7%	-0.5%	-0.6%	16.7%	?	0.9%	-0.3%	i	i	-2.6%
CC(C)OC(=O)C1C(=O)NC2(C)CC1c1ccccc1O2 (centres undefined)	-3.7%	0.8%	-0.8%	-0.1%	-3.3%	0.0%	·	0.4%	i	i	0.4%
Cc1onc(-c2ccccc2)c1C(=O)N1CCC2(CC1)OCCO2	0.6%	-7.7%	0.2%	-2.9%	-3.7%	-0.4%	0.1%	0.0%	?	?	0.0%
Cc1cc(C)c(C2=NOC(O)(C(F)(F)F)C2)c(=O)[nH]1 (centres undefined)	10.3%	-7.0%	-2.4%	2.9%	-3.2%	4.4%	-1.2%	-1.8%	i	i	0.0%
COc1ccc(Cc2nccc3cc(OC)c(OC)cc23)cc1OC	?	-3.3%	-0.9%	-1.7%	-1.3%	0.158µM*	-0.6%[20.6 µM]	0.1%	?	?	3.8%[20.6 µM]
ClCCOCCCl	-8.7%	-1.9%	-0.4%	-3.4%	·	-3.0%	-0.8%	0.9%	·	·	·
CCCC/C(C)=C/[C@@H](NP(=O)(c1ccccc1)c1ccccc1)c1ccccc1	?	-9.9%	0.5%	-1.0%	·	?	-1.2%	0.3%	·	·	·
Fc1ccc(C(OCCN2CCN(C/C=C\c3ccccc3)CC2)c2ccc(F)cc2)cc1	-5.1%[25.6 µM]	2.3%	3.7%	-0.7%	6.5%	?	·	-0.3%	·	·	1.4%
CCOc1cccc(N2C(=O)CC(=O)NC2=O)c1	-16.8%	-2.8%	16.4%	?	-7.8%	-2.6%	3.6%	0.5%	?	i	3.2%
CC[C@]1(C2=NCCN2)Cc2ccccc2O1	1.8%[25.6 µM]	-6.7%&4.3%	-1.0%&-1.4%	3.3%&-4.7%	-2.5%&-8.3%	24.7%&-3.3%	1.6%	0.0%&0.7%	i	i	1.0%&2.2%
CC(C)CC12CN3CCN(CC(C3)C1O)C2 (centres undefined)	?	-1.5%	-0.7%	-5.4%	-14.1%	-4.9%	2.8%	-3.0%	·	·	-1.8%
COc1ccc(Cn2c(N)c(C(=O)NCc3ccco3)c3nc4ccccc4nc32)cc1OC	-29.9%	-1.4%	0.9%	?	·	?	3.1%[0.369 µM]	1.2%	1.16e-07M*	8.56e-08M*	0.0%
O=C(CN1C(=O)CN=C(c2ccccc2Cl)c2cc(Cl)ccc21)NCc1ccco1	-8.4%	2.8%	0.1%	-7.6%	-9.0%	?	2.3%	-0.9%	i	i	1.4%
CC(C)=C[C@H]1[C@@H](C(=O)OCc2cc3c(cc2Cl)OCO3)C1(C)C	3.3%[11.4 µM]	-9.2%[11.4 µM]	-2.5%[15.4 µM]	26.0%[11 µM]	9.7%[9.17 µM]	2.8%[7.6 µM]	-0.7%[9.22 µM]	-1.1%[15.4 µM]	i	i	3.4%[9.22 µM]
Clc1ccc(N2C[C@H]3CC[C@@H](C2)N3)nn1	10.6%	2.7%	-1.7%	-6.3%	3.0%	1.9%	-1.9%	-0.8%	i	i	-2.2%
O=C(Oc1ccccc1)N1CCC2(CCN(Cc3nccs3)CC2)CC1	4.0%	-4.2%	-2.8%	-8.4%	-4.8%	6.3%	5.7%	-0.2%	?	?	0.0%[9.22 µM]
O=c1[nH]c(=O)n(CCC2=CCCCC2)c(O)c1C=NCc1cccnc1	1.6%	-2.9%	-1.8%	-4.5%	0.9%	?	2.0%[57.5 µM]	0.2%	?	?	2.1%
O=c1c2ccccc2nc(-c2ccco2)n1-c1ccncc1	6.4%	-6.4%	-0.4%	-5.4%	10.2%	?	1.2%	0.0%	·	·	0.0%
O=C1C2CCCN2C(c2ccncc2)N1c1ccc(Cl)c(Cl)c1 (centres undefined)	-0.3%	0.2%	1.2%	-2.9%	-3.2%	-0.7%	-0.6%	-1.8%	i	i	-0.1%
CCOC(=O)C1=C(N)Oc2cc(C)oc(=O)c2C12C(=O)N1c3c(cccc32)C(C)=CC1(C)C (centres undefined)	0.9%	-0.3%	-0.7%	-5.6%	3.4%	-9.5%	-0.5%	-1.2%	i	i	2.7%
COc1cc2nc(CN3CC=C(c4ccccc4)CC3)[nH]c(=O)c2cc1OC	-24.3%	-6.9%	10.7%	-3.6%	0.2%	10.5%	?	-0.6%	i	i	17.3%
O=C(c1ccc2c(c1)ncn2C1CCCCCC1)N1CCC2(CC1)OCCO2	19.7%	2.1%	-1.3%	-5.0%	14.8%	-4.1%	-0.3%	-1.7%	i	i	3.6%

A portion of the library; rates above refer to the full screens.
